Compound activity as filed in PubChem BioAssay.
Tau fluor cs: counter-screen for tau fibril formation inhibitors; tau K18 P301L Alexa594 fluorescence, heparin fibrillization; Potency, µM (highest dose often 57.7 µM), without a hit: at the top dose activity change, negative = decrease; 280,000 tested, 0.93% active; also: potency is read from the fitted curve at half-maximal effect; % is scaled to controls: 0 for no effect and ±100 for the full control effect; nearly all actives have a fitted effect of over 55% in size
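Human tau K18 P301L (15 uM unlabeled, 0.24 uM Alexa 594-labeled) in 100 mM sodium acetate pH 7 with 20 uM heparin, 6 hr at 37 C. ThT 30 uM added, 1 hr ambient; Alexa 594 FP and total fluorescence read at 555/632 nm.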
TexasRed fluor: Texas Red fluorescence interference in TRb-SRC2 counter-screen. TRb/SRC2 Texas Red total fluorescence interference. Potency, µM (titrated, usually from 106 µM), without a hit: at the top dose fluorescence change, negative = quenching. 280,000 tested, 0.29% active. AID 1479; active = well fitted curve in either direction with a large enough effect; inconclusive = small, poorly fitted or top-dose-only effect; also: potency is read from the fitted curve at half-maximal effect; % is scaled to controls: 0 for no effect and ±100 for the full control effect
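Human TRβ ligand-binding domain (0.6 uM) and Texas Red SRC2 peptide (20 nM) in Tris buffer with 1 uM T3 and 5% DMSO were incubated with pinned compound for 5 hr at ambient temperature. Total fluorescence was computed as S + 2P (555/632 nm).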
NPSR antagonist: antagonists of human neuropeptide S receptor cAMP signaling; Q6W5P4; Potency, µM (titrated, usually from 38.3 µM), without a hit: at the highest dose activity change, negative = inhibition, most hits filed as inhibitors; CHO-NPSR cells, cAMP TR-FRET, antagonist mode; 220,000 tested, 1% active; also: potency is read from the fitted curve at half-maximal effect; % is scaled to controls: 0 for no effect and ±100 for the full control effect; nearly all actives have a fitted effect of over 50% in size; many of its hits are not listed in these tables
Target sequence (Q6W5P4 whole entry, looked up): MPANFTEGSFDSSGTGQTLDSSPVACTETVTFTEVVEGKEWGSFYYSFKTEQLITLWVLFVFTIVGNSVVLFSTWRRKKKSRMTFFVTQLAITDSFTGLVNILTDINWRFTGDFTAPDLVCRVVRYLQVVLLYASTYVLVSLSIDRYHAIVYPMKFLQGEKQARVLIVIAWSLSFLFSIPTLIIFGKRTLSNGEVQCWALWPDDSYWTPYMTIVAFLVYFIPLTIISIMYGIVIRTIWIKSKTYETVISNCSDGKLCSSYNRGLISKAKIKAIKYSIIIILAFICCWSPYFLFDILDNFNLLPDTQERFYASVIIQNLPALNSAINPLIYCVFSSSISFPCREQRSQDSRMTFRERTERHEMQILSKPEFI
Epigenetic reg: epigenetic control regulation, reporter derepression | murine LDR cells, GFP reporter derepression, 30 h | Potency, µM (top dose mostly 53.9 µM), without a hit: at the top dose GFP activation, usual class: activators | 280,000 tested, 0.2% active; also: potency is read from the fitted curve at half-maximal effect; % of control where 0% means no effect; nearly all actives have a fitted effect of over 60% in size
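Reporter derepression read as number of fluorescent GFP-positive objects, 20-120 um in size, counted by laser-scanning cytometer. Mouse LDR line with an epigenetically silenced CMV-GFP locus; compound incubation 30 h, 37 C.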
GLA spleen mod: inhibits or activates alpha-galactosidase in human spleen homogenate; human spleen homogenate, 4MU-alpha-Gal fluorescence, 40 min; Potency, µM (highest dose often 80 µM), without a hit: at the highest dose activity change, negative = inhibition, hits mostly inhibitors; 240,000 tested, 0.008% active;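 also: potency is read from the fitted curve at half-maximal effect; 0% = enzyme with vehicle and -100% = no enzyme basal signal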
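Human spleen homogenate (1 ug) was the enzyme source, with 4-methylumbelliferyl-alpha-D-galactopyranoside (1 mM final) in pH 5.0 citrate buffer with 0.01% Tween-20. Compounds were titrated; after 40 min at 37C, NaOH/glycine stop, 4-MU fluorescence read; AC50 from Hill fits.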
CBFb-RUNX1 inh: blocks binding between human CBF-beta and RUNX1. Q01196+Q13951. AlphaScreen CBFb-His/RUNX1-biotin binding, biochemical. Potency, µM (titrated, usually from 59.8 µM), for the others: at the highest dose activity, negative = inhibition, usual class: inhibitors. 230,000 tested, under 10 active. AID 1477; also: % of control where 0% means no effect
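Read-out: AlphaScreen. Format: His-CBF-beta with biotinylated RUNX1 (30 nM each) preincubated 20 min, compound 15 min, Ni-chelate plus streptavidin beads 90 min; room temperature throughout.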
Tau FP inhib: inhibitors of human tau fibril formation; P10636; AID 1468; 280,000 tested, 0.39% active; K18 P301L tau heparin fibrillization, Alexa594 FP, 6 h; Potency, µM (series often up to 57.7 µM), without a hit: at the highest dose activity, negative = inhibition, hits mostly inhibitors; also: potency is read from the fitted curve at half-maximal effect; % is scaled to controls: 0 for no effect and ±100 for the full control effect; nearly all actives have a fitted effect of over 55% in size
Target sequence (P10636 561-689 P618L limits assumed): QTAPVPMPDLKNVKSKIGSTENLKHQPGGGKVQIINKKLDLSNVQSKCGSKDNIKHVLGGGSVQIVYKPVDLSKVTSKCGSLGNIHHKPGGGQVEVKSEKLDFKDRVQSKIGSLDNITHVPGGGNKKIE
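Human K18 P301L fragment (15 uM unlabeled plus 0.24 uM Alexa 594-labeled) in 100 mM sodium acetate pH 7 with compound, aggregation induced by 20 uM heparin for 6 hr at 37 C. ThT (30 uM) added for 1 hr, then Alexa 594 FP read.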
TRb-SRC2 inh: disrupts binding of human TR beta to SRC2; TRbeta-SRC2 peptide binding, fluorescence polarization; receptor liganded with 1 µM T3; P10828; 280,000 tested, 0.065% active; Potency, µM (doses to about 106 µM), without a hit: top-dose activity change, negative = inhibition, hits mostly inhibitors; AID 1469;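 also: potency is read from the fitted curve at half-maximal effect; plate controls were bound peptide for no effect and peptide without receptor for full effect; nearly all actives have a fitted effect of over 50% in size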
Target sequence (P10828 whole entry, looked up): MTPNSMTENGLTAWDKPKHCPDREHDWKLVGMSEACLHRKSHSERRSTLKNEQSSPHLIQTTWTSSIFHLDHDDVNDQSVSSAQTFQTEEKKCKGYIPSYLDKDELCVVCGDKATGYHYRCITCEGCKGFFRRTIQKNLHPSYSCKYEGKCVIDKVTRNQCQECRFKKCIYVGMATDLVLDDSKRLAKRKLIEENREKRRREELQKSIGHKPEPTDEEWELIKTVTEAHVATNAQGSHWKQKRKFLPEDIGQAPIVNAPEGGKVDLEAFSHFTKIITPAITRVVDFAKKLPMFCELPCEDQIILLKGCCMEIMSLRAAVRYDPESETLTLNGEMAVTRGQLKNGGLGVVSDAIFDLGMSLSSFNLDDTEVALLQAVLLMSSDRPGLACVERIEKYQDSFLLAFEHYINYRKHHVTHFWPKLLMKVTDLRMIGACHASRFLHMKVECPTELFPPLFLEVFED
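Fluorescence polarization of 20 nM Texas Red SRC2 peptide with 0.6 uM human TRb ligand-binding domain, in Tris buffer with 1uM T3 and 5% DMSO. Incubated 5 hr ambient; normalized to unbound and bound controls.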
* = called active by the depositor; u = inconclusive; x = no result given; [ ] = dose if it differs, or a comment. Unless noted, calls follow the shape of the dose curve; as a rule, active = well fitted curve in the direction sought with a large enough effect; inconclusive = small, poorly fitted or top-dose-only effect, or another doubt; inactive = no such curve, though single readings can be large; an effect the other way counts as inactive or inconclusive. A portion of the library, so the mix of outcomes need not match the whole.

Molecule	Tau fluor cs	TexasRed fluor	NPSR antagonist	Epigenetic reg	GLA spleen mod	CBFb-RUNX1 inh	Tau FP inhib	TRb-SRC2 inh
O=C(COC(=O)CNC(=O)c1cccc([N+](=O)[O-])c1)Nc1cccc(S(=O)(=O)N2CCCC2)c1	-20.1%	-2.5%	23.2%	-0.9%	-0.5%	6.1%	6.2%	-1.7%
O=C(Nc1ccc(Cl)cc1)c1ccc(-n2cnnc2)cc1	-2.6%	-0.3%	x	1.4%	x	x	0.1%	-3.5%
CC(=O)c1ccc(NC(=S)Nc2ccc(Br)c(Cl)c2)cc1	u	-5.2%	-23.3%	0.9%	-4.4%	7.1%	u	-3.6%
O=C(O)[C@H](Cc1ccccc1)NC(=O)N1CCN(c2ccc(F)cc2)CC1	1.8%	0.8%	11.8%	0.0%	-4.1%	4.1%	-2.0%	-1.1%
CC(CNC(=O)c1cncc(O)c1)NC(=O)c1cncc(O)c1 (stereo unspecified)	8.2%	-2.2%	-4.7%[46.1 µM]	6.6%	-4.7%	-0.2%	-0.9%	3.3%
COc1ccc(/C=N/NC(=O)c2ccc(=O)n(C)c2)cc1OC	-7.1%	-2.3%	12.7%	4.3%	4.9%	-3.6%	-5.0%	9.9%
Cc1ccc(C)c(NC(=S)NNC(=O)c2csc3c2CCCC3)c1	-19.4%	0.9%	-16.8%[46.1 µM]	0.6%	3.7%	-2.1%	1.0%	-5.6%
CCN1CCN(CCCNC(=O)c2cc3c(=O)[nH]c4ccccc4c3s2)CC1	-3.4%	-5.9%	-9.5%[46.1 µM]	2.3%	-17.9%	-1.6%	-6.3%	1.2%
CCc1c(C)[nH]c2c(C)cccc2c1=O	-4.7%	-0.9%	-6.6%[46.1 µM]	-1.0%	-15.7%	1.3%	6.3%	0.9%
CCn1c(C)nc2cc(C(=O)NNC(=O)c3ccc(Cl)nc3)ccc21	0.0%	3.2%	7.6%	0.0%	-1.8%	-0.7%	-0.8%	-1.6%
CCc1cccc(NC(=O)C(CC)n2nc(C)c3sc4ccccc4c3c2=O)c1 (stereo unspecified)	-13.6%	-0.8%	x	-0.4%	x	x	-11.3%	4.7%
Cc1cc(OCC(=O)Nc2cnn(CCCC(=O)O)c2)ccc1Cl	-12.9%	4.0%	x	0.0%	x	x	-1.1%	1.3%
Cc1ccc(S(=O)(=O)N2CCN(S(=O)(=O)N3CCOCC3)CC2)c(C)c1	-1.0%	1.0%	-11.0%[46.1 µM]	-7.3%	8.3%	3.2%	-2.6%	-10.4%
CC(=O)c1c(C)[nH]c(C(=O)OCC(=O)Nc2sc3c(c2C#N)CCCC3)c1C	u	1.4%	9.5%	u	-3.2%	-3.6%	u	5.6%
CCOc1ccc(N2C(=O)CC(S/C(N)=N/N=C/c3cccs3)C2=O)cc1 (stereo unspecified)	-3.5%	-1.9%	23.8%	0.9%	-23.3%	-1.3%	u	-2.3%
Cc1cccc(NC(=O)COC(=O)CCc2ccc(S(=O)(=O)N3CCOCC3)cc2)c1C	-0.3%	-0.9%	19.4%	-6.1%	-6.4%	-8.8%	1.0%	-0.9%

An excerpt of the results above:
Molecule	Tau fluor cs	TexasRed fluor	NPSR antagonist	Epigenetic reg	GLA spleen mod	CBFb-RUNX1 inh	Tau FP inhib	TRb-SRC2 inh
CCOc1ccc(N2C(=O)CC(S/C(N)=N/N=C/c3cccs3)C2=O)cc1 (stereo unspecified)	-3.5%	-1.9%	23.8%	0.9%	-23.3%	-1.3%	u	-2.3%
Cc1cccc(NC(=O)COC(=O)CCc2ccc(S(=O)(=O)N3CCOCC3)cc2)c1C	-0.3%	-0.9%	19.4%	-6.1%	-6.4%	-8.8%	1.0%	-0.9%

Additional structures
Molecule	Tau fluor cs	TexasRed fluor	NPSR antagonist	Epigenetic reg	GLA spleen mod	CBFb-RUNX1 inh	Tau FP inhib	TRb-SRC2 inh
CCN1CCN(C(=O)c2ccc3c(c2)N(Cc2cccc(Cl)c2)C(=O)c2ccccc2S3(=O)=O)CC1	-16.1%	-1.1%	x	-1.1%	x	x	-9.4%	-2.0%
C=C1C(=O)OC2CC1C(OC(C)=O)CC(C)=CCCC(C)=CCC[C@@]2(C)O (stereo partly specified)	-0.9%	-0.2%	x	-1.3%	4.7%	17.1%	-2.8%	-2.3%
CC1CCc2nc(NC(=O)c3ccco3)sc2C1 (stereo unspecified)	-2.4%	-2.4%	-8.1%[46.1 µM]	-1.9%	-0.6%	-1.8%	-0.2%	5.3%
CCn1cc(C(=O)NCc2ccco2)c(=O)c2cc(S(=O)(=O)N3CCCC3)ccc21	-18.3%	0.3%	-26.2%	3.5%	5.9%	3.6%	1.5%	-2.6%
CC(=O)c1sc(Nc2cccc(C)c2)nc1C	-11.4%	-2.2%	31.5%	-0.9%[10.1 µM]	-2.8%	1.3%	6.2%	-2.9%
CCOC(=O)c1c(C)[nH]c(CCC(=O)Nc2ccc(N(CC)CC)cc2C)c1C	u	-2.9%	x	-5.5%	x	x	7.6%	8.0%
CCCSC1=C(C#N)C(c2ccc(Cl)cc2Cl)CC(=O)N1 (stereo unspecified)	-25.5%	-0.2%	-7.1%[46.1 µM]	1.8%	1.6%	9.2%	2.5%	-5.2%
CCOC(=O)N=Nc1c(O)n(Cc2ccccc2)c2ccccc12	-18.4%	-1.4%	-29.2%	-0.3%	3.7%	-0.9%	-14.3%	-3.9%
Cn1c(SCC(=O)Nc2cccc(C(=O)O)c2)nnc1-c1cc2cc(Br)ccc2o1	-9.1%	0.8%	-1.9%	-2.4%	-5.2%	2.9%	3.1%	-9.8%
COc1ccc(NC(=O)c2cc(=O)c3ccc(C)c(C)c3o2)cc1Cl	-7.8%	2.9%	x	0.0%	x	x	-1.7%	-1.0%
O=C(Nc1ccc(F)c(F)c1)c1cnc(-c2ccccc2)nc1-c1ccccc1	-13.1%	-11.0%	u	-1.0%	5.0%	6.2%	-9.9%	-3.7%
COC(=O)C1=C(C(=O)OC)[C@@H]2N(C)c3ccccc3[C@@]23C[C@@H](C(=O)OC)N(S(=O)(=O)c2ccc4c(c2)OCCN4C)C3=N1	-3.9%[11.6 µM]	-0.5%[11.2 µM]	x	x	-1.6%[17.5 µM]	-23.8%[13.1 µM]	-3.1%[11.6 µM]	8.3%[11.2 µM]
CCOCCCNCc1cc(Br)ccc1OCC	-2.4%	-1.7%	-2.6%	1.3%	-9.4%	2.0%	-1.2%	-1.0%
COc1ccc(CC(=O)NC(c2ccccc2)c2ccccc2)cc1S(=O)(=O)N1CCOCC1	-10.5%	0.1%	-21.4%[46.1 µM]	0.1%	-2.2%	-2.1%	11.9%	-4.6%
Cc1ccc(OCC(=O)Nc2ccc(N3CCN(C(=O)c4ccco4)CC3)cc2)cc1	u	-0.4%	7.1%	2.0%	-2.6%	-7.8%	-8.4%	0.9%
C=CCNC(=S)NNC(=O)COc1c(Cl)cc(Cl)cc1Cl	-9.8%	-2.5%	-39.8%	-0.1%	0.8%	-0.1%	2.5%	-12.5%
CN1CCN(Cc2nc3ccccc3c(=O)n2Cc2nc(-c3ccccc3F)cs2)CC1	-11.2%	-2.0%	17.3%[46.1 µM]	-0.9%	0.0%	-4.3%	2.4%	-3.6%
CCC(C)NC(=O)c1ccc2c(c1)N(Cc1ccccc1)C(=O)c1ccccc1S2 (stereo unspecified)	-8.0%	-1.3%	x	1.8%	x	x	1.5%	-6.4%
CC(C)NC(=O)C1COc2ccccc2O1 (stereo unspecified)	-12.6%	-0.2%	-19.5%	-0.1%	0.4%	3.9%	-2.3%	3.6%
COC(=O)c1cnc(SCc2ccc(Cl)cc2)n1C	-6.0%	4.1%	-23.3%	0.9%	2.1%	10.7%	8.3%	1.9%
COCc1cc(C)nc2sc(C(=O)Nc3ccccc3O)c(N)c12	u	-0.7%	x	0.0%	x	x	6.0%	4.3%
COC(=O)CNC(=O)COC(=O)/C=C/c1ccc2ccccc2n1	-9.5%	2.5%	-4.8%	2.4%	-2.3%	1.1%	4.2%	6.5%
CCOC(=O)C1=C(CNCCc2ccc(Cl)cc2)NC(=O)NC1c1cccc([N+](=O)[O-])c1 (stereo unspecified)	-26.3%	-2.6%	-18.9%	-0.3%	10.0%	-12.9%	11.2%	6.7%
CCCCCc1nnc(N)s1	0.5%	0.9%	-1.4%[46.1 µM]	0.3%	6.5%	-2.6%	-1.4%	-10.2%
CCn1cc(C(=O)NC(=S)Nc2sc3c(c2C(=O)OC)CCCCCC3)cn1	-0.8%	0.2%	-2.7%[46.1 µM]	-0.9%	-0.7%	-3.7%	8.8%	12.2%
C=CCn1c(C(C)NC(=O)c2ccccc2C)n[nH]c1=S (stereo unspecified)	-7.9%	0.9%	8.1%	-1.0%	0.4%	-6.7%	-4.5%	-11.6%
Cc1nn(CC(=O)N(C)C)c(=O)c2ccccc12	4.5%	-0.4%	u	-1.0%	4.8%	5.8%	4.6%	-3.2%
O=C(c1cccc([N+](=O)[O-])c1)N1CCN(C(=O)c2ccco2)CC1	5.0%	-1.7%	17.6%	0.9%	6.2%	9.9%	-10.5%	3.7%
CCOc1ccc(CC(=O)N2CCN=C2SCc2ccc([N+](=O)[O-])cc2)cc1	u	-1.1%	-31.1%	1.0%	1.6%	-4.8%	0.3%	-8.2%
CN(Cc1ccon1)Cc1cn[nH]c1-c1ccc(-c2ccccc2)cc1	-10.3%	-1.8%	-6.8%	13.7%	-5.7%	-15.6%	2.9%	-2.4%
CCc1cc2c(=O)n(Cc3ccco3)c(SCc3c(C)noc3C)nc2s1	2.1%	3.9%	u	3.2%	9.3%	-0.6%	1.5%	6.1%
CCOC(=O)C1CCCN(C(=S)NC2CCCC2)C1 (stereo unspecified)	5.2%	1.6%	1.7%	-1.9%[10.1 µM]	-4.8%	5.4%	-0.4%	0.8%
